697 NFkB inh: inhibitors of PMA/ionomycin-induced NF-kB reporter, 697 cells, primary screen, B-cell NF-kB inhibitor project, cell-based, luminescence, uHTS; 697 B-cell NF-kB luciferase reporter, 16 h; inhibition, % at 4 µM; hit rate 0.33% among 330,000; in the data active means inhibition above about 35%
Apaf1 inhib: inhibitors of human Apaf-1 apoptosome, primary screen, biochemical, DEVD-Rh110 fluorescence, uHTS; inhibition, % at 20 µM; hit rate 0.71% among 330,000; reconstituted apoptosome caspase-3 activity; active means inhibition of at least 40% at 20 µM;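 further: plate controls were DMSO wells for no effect and DEVD-CHO caspase inhibitor wells for full effect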
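System: Apoptosome proteins | Medium: Hepes pH 7.5 with detergent and BSA | Also added: Cytochrome c trigger plus (Z-DEVD)2-Rh110 caspase-3 substrate | Incubation: 30 min compound preincubation, 50 min activation, room temperature | Detection: Rhodamine 110 fluorescence at Ex 480/Em 540 nm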
SENP8 inh: SENP8 protease inhibitors, primary screen, biochemical, luminescence | Sentrin-specific protease 8 (Homo sapiens), Q96LD8 | purified SENP8, Z-RLRGG-aminoluciferin cleavage | inhibition, % at 10 µM | hit rate 1.2% among 330,000 | AID 2540, 2010
Target sequence (Q96LD8 whole entry, looked up): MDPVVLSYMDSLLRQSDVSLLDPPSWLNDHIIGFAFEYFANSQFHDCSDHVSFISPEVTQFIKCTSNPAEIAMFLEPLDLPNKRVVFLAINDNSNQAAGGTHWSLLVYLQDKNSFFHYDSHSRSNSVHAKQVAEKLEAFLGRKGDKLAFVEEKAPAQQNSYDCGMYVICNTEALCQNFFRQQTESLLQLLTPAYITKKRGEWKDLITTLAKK
UBC13 polyUb: UBC13 polyubiquitin chain formation inhibitors, primary screen, biochemical, TR-FRET, uHTS; inhibition, % at 20 µM; hit rate 0.47% among 330,000; in the data active means inhibition above about 45%, passing the limit was not always enough; inconclusive means no clear call, values can overlap the other calls
Jurkat NFkB inh: inhibitors of induced NF-kB luciferase reporter, primary screen, TCR NF-kB activation inhibitor project, cell-based, luminescence, uHTS | inhibition, % at 4 µM | hit rate 0.53% among 330,000 | Jurkat, PMA/ionomycin-induced NF-kB luciferase reporter
Gli-Sufu block: Gli-Sufu pathway antagonists, primary screen, luciferase luminescence, Sufu-KO-LIGHT cells, uHTS; hit rate 0.74% among 340,000; Sufu-KO-LIGHT fibroblasts, Gli luciferase reporter luminescence; inhibition, % at 5 µM;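 active means inhibition above about 55%, limit read from the data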;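 further: 0% = DMSO-treated cells and 100% = wells with medium but no cells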
EBI2 block: EBI2 receptor antagonists, beta-arrestin recruitment, primary screen, cell-based, luminescence, 7a,25-OHC stimulation, uHTS; hit rate 0.81% among 360,000; AID 651636, 2012; inhibition, % at 5 µM; G-protein coupled receptor 183 (Homo sapiens), P32249; 7a,25-OHC stimulated; in the data active means inhibition above about 38%;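 further: enzyme fragment complementation signal reports receptor beta-arrestin coupling in cells; 0% = agonist plus DMSO wells and 100% = wells without agonist; some results beyond the cut were filed as inactive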
Target sequence (P32249 whole entry, looked up, the tested form may be a part): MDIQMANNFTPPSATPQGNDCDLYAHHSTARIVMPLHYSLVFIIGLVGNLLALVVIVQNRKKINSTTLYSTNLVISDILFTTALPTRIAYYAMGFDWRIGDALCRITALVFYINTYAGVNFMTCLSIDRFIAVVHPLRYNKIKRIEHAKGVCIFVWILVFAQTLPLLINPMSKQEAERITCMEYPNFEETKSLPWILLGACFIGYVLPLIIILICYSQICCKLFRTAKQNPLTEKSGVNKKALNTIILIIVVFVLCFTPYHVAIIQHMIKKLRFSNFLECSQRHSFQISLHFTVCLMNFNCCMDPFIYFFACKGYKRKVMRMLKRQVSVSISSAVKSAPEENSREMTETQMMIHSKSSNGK
CCR6 antag: CCR6 receptor antagonists, primary screen, cell-based, CHO-K1, luminescence, beta-arrestin, uHTS. AID 493098, 2011. inhibition, % at 20 µM. hit rate 0.49% among 340,000. CHO-K1 CCR6 PathHunter beta-arrestin, CCL20-stimulated;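 active means compounds whose inhibition of the agonist-driven luminescence signal at 20 µM reaches about 50%, limit read from the data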;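 further: cells stimulated with CCL20 at 14 nM final; plate controls were DMSO with CCL20 for no effect and DMSO without agonist for full effect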
Target sequence (P51684 whole entry, looked up): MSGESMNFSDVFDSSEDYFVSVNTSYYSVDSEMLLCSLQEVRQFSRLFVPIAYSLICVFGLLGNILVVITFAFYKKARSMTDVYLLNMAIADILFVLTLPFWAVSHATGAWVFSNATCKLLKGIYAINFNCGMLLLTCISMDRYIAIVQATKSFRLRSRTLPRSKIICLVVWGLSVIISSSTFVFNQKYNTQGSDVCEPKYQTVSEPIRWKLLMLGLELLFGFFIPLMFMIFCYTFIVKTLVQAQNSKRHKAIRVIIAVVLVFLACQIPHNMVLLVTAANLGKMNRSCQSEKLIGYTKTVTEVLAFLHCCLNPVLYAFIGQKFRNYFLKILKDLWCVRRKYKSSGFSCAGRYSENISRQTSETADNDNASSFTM
* marks the source's active call; other numbers are inactive results; ? = inconclusive. Unless noted, no stated cut-off is given here; in the data, active means inhibition above about 50%; inactive means the rest.

The first three compounds (preview)
1. COc1cc(C(=O)NCc2nnc(SCC(=O)Nc3nc4ccccc4s3)o2)cc(OC)c1OC
2. CSCCC(NC(=O)c1ccccc1)C(=O)NCCc1ccc2c(c1)OCCO2 (stereo not drawn)
3. CC(C)COC(=O)C(C#N)c1nc2ccccc2nc1N1CCN(Cc2ccc3c(c2)OCO3)CC1 (stereo not drawn)

Screen / compound no.,1,2,3
697 NFkB inh,0,-2,-15
Apaf1 inhib,2,9,18
SENP8 inh,-1,-10,-6
UBC13 polyUb,2,1,-12
Jurkat NFkB inh,2,-10,-7
Gli-Sufu block,-9,-4,-14
EBI2 block,-4,-4,38
CCR6 antag,-17,1,21

The list itself, from the first entry:
1. COc1cc(C(=O)NCc2nnc(SCC(=O)Nc3nc4ccccc4s3)o2)cc(OC)c1OC
2. CSCCC(NC(=O)c1ccccc1)C(=O)NCCc1ccc2c(c1)OCCO2 (stereo not drawn)
3. CC(C)COC(=O)C(C#N)c1nc2ccccc2nc1N1CCN(Cc2ccc3c(c2)OCO3)CC1 (stereo not drawn)
4. CN(C)CCOC(=O)C12CC3CC(C1)CC(C(=O)OCCN(C)C)(C3)C2
5. O=C(CSc1nc2ccc(NC(=O)c3ccccc3C(=O)O)cc2s1)Nc1ccc(F)c([N+](=O)[O-])c1
6. Cc1noc(C)c1CSc1ccccc1C(=O)N1CCN(c2ccccc2)CC1

Screen / compound no.,1,2,3,4,5,6
697 NFkB inh,0,-2,-15,-7,6,11
Apaf1 inhib,2,9,18,-1,15,1
SENP8 inh,-1,-10,-6,5,-10,-1
UBC13 polyUb,2,1,-12,0,-10,3
Jurkat NFkB inh,2,-10,-7,8,-1,8
Gli-Sufu block,-9,-4,-14,-6,12,0
EBI2 block,-4,-4,38,-7,-13,15
CCR6 antag,-17,1,21,-6,10,9

7. COc1ccc(NC(=O)CNC(=O)c2nn(-c3ccc(OC)c(Cl)c3)c(=O)c3ccccc23)c(OC)c1
8. COc1cccc(OCc2nc3ncc(Br)cc3[nH]2)c1
9. O=C(CCN1C(=O)[C@H]2CC=CC[C@H]2C1=O)NCc1nc(-c2ccc(Cl)cc2)no1
10. CC(=O)Nc1ccc(-c2csc(NNC(=O)c3ccccc3)n2)cc1
11. CCCCNS(=O)(=O)c1ccc2nc(-c3cccnc3)cc(C(=O)NC(C)CC)c2c1 (stereo not drawn)
12. CCn1c(SCC(=O)OC)nnc1-c1c[nH]c2ccccc12

Screen / compound no.,7,8,9,10,11,12
697 NFkB inh,21,-85,-16,-12,4,4
Apaf1 inhib,5,-1,-6,6,6,-24
SENP8 inh,1,-3,1,-3,-5,-6
UBC13 polyUb,-8,-9,3,-1,-3,24
Jurkat NFkB inh,12,22,5,-28,5,-1
Gli-Sufu block,8,-20,-6,-17,6,-4
EBI2 block,-31,-6,1,-7,0,-16
CCR6 antag,1,7,15,22,2,1

13. CN(C)CCCn1cnc2c(c1=N)C(c1ccccc1)c1ccc3ccccc3c1O2 (stereo not drawn)
14. CC(C)CNC(=O)COc1ccc(Sc2ccc(OCC(=O)NCC(C)C)cc2)cc1
15. CC(C)OCCCNC(=S)N1CCC(C(=O)c2ccc3c(c2)OCCO3)CC1
16. Cc1ccc(C2=NN(S(C)(=O)=O)C(c3ccc4nccnc4c3)C2)cc1 (stereo not drawn)
17. CC(C)CCNC(=O)C(c1ccco1)N(CCCO)C(=O)Cn1nnc(-c2ccc(F)cc2)n1 (stereo not drawn)
18. CC(=O)c1cccc(NS(=O)(=O)c2cc(-c3cnc(C4CC4)o3)ccc2C)c1

Screen / compound no.,13,14,15,16,17,18
697 NFkB inh,2,-36,23,-50,-14,-66
Apaf1 inhib,15,-6,-164,0,6,13
SENP8 inh,-13,-10,-2,1,-4,3
UBC13 polyUb,71*,-16,7,-5,2,1
Jurkat NFkB inh,87*,30,7,-54,0,-9
Gli-Sufu block,12,17,-1,-9,-20,7
EBI2 block,8,4,3,4,9,10
CCR6 antag,25,8,8,4,-4,-2

19. COc1cc2c(cc1OC)CN(C(=O)CCCOc1ccc(Cl)cc1Cl)CC2
20. O=C(Nc1cc(C(F)(F)F)ccc1N1CCOCC1)C1Cc2ccccc2CN1C(=O)c1ccco1 (stereo not drawn)
21. Cc1[nH]nc(-c2ccc(O)cc2O)c1-c1nc2ccccc2s1
22. CNc1oc(-c2ccc(F)cc2)nc1S(=O)(=O)c1ccccc1
23. CCN1CCN(S(=O)(=O)c2ccc(OC)c(Br)c2)CC1
24. O=C(O)CC(NC(=O)c1cccc(F)c1)c1ccc(OC2CCCC2)cc1 (stereo not drawn)

Screen / compound no.,19,20,21,22,23,24
697 NFkB inh,4,5,-2,15,4,-12
Apaf1 inhib,24,27,20,7,3,3
SENP8 inh,1,12,-10,0,-3,-8
UBC13 polyUb,6,-4,26,?,6,-3
Jurkat NFkB inh,-10,-1,11,8,3,-13
Gli-Sufu block,1,21,-2,9,11,5
EBI2 block,3,11,-5,4,-10,-8
CCR6 antag,-3,36,0,7,-6,-1

25. O=C(CSc1ccc(-c2ccc(-n3cccn3)cc2)nn1)Nc1ccccc1F
26. CCOC(=O)c1c(C)[nH]c(C(=O)N/N=C/c2cccc(OC)c2)c1C
27. CCOC(=O)c1cccc(NS(=O)(=O)c2c(C)[nH]c(=O)[nH]c2=O)c1
28. COc1cc(NC(=O)C2CC(=O)N(CCc3ccccc3)C2)cc(OC)c1 (stereo not drawn)
29. C=CCOC(=O)C1=C(C)NC(SCC(=O)Nc2ccc(C)c(Cl)c2)=C(C#N)C1c1ccco1 (stereo not drawn)
30. CC(C)CC(=O)Nc1ccccc1N1CCCC1

Screen / compound no.,25,26,27,28,29,30
697 NFkB inh,-16,-1,7,10,-6,0
Apaf1 inhib,5,14,4,19,16,14
SENP8 inh,-9,-5,-4,9,-3,-7
UBC13 polyUb,-8,-2,-6,3,-9,-10
Jurkat NFkB inh,-64,9,7,9,0,10
Gli-Sufu block,-4,-10,-3,-12,8,-2
EBI2 block,-7,0,-10,4,35,-6
CCR6 antag,-3,0,19,10,13,2

31. O=c1[nH]nc(Cc2ccc3ccccc3n2)c2ccccc12
32. COc1ccccc1-n1c(SCC(=O)Nc2ccc(Br)cc2)nc(O)cc1=O
33. COc1ccccc1CN(Cc1cc2c(C)ccc(C)c2[nH]c1=O)Cc1nnnn1Cc1ccco1
34. COc1ccc(CCNC(=S)NCCc2c[nH]c3ccccc23)cc1
35. COc1ccc(-n2c(C)nn(CCOc3ccccc3)c2=O)cc1
36. N#CC1C(C#N)N2CCCN2C1c1ccc(Br)cc1 (stereo not drawn)

Screen / compound no.,31,32,33,34,35,36
697 NFkB inh,-36,17,-10,-12,-6,3
Apaf1 inhib,4,0,36,22,-8,-16
SENP8 inh,-9,5,-5,-6,4,0
UBC13 polyUb,-1,-6,-9,6,-3,-2
Jurkat NFkB inh,-53,-2,-10,-16,-21,13
Gli-Sufu block,-11,6,5,-2,-16,6
EBI2 block,3,6,14,22,12,-14
CCR6 antag,14,2,10,10,-15,10

37. CC(C)(C)C(=O)Nc1cc(C(F)(F)F)ccc1N1CCOCC1
38. O=C(c1cccnc1)N1CCN(Cc2cccc(Br)c2)CC1
39. CS(=O)(=O)N1CCN(c2ccccc2NC(=O)Cc2ccccc2)CC1
40. CC(=O)c1ccc(OCC(=O)N(C)CC(=O)Nc2ccc(N3CCOCC3)cc2)cc1
41. CCOC(=O)C1=C(C)Nc2ccccc2N=C1NC(=O)C(CC)c1ccccc1 (stereo not drawn)
42. CCOc1ccc(NC(=O)CS(=O)CC(=O)N(CC(=O)NC(C)(C)C)C2CCCC2)cc1 (stereo not drawn)

Screen / compound no.,37,38,39,40,41,42
697 NFkB inh,-8,11,-12,-4,-22,2
Apaf1 inhib,-1,-11,1,0,2,8
SENP8 inh,-4,-1,-2,5,-14,1
UBC13 polyUb,6,1,3,0,-4,5
Jurkat NFkB inh,-1,6,-3,-2,-22,3
Gli-Sufu block,-4,1,-7,-1,-2,-11
EBI2 block,-2,7,-1,-7,-10,-17
CCR6 antag,7,-6,22,10,1,19

43. Cc1nn(Cc2ccc(Cl)cc2)c(C)c1NC(=O)c1cc(C(C)C)on1
44. CCN(CC)c1ccc2c(cc1=O)[C@@H](NC)CCc1cc(OC)c(OC)c(OC)c1-2
45. Cn1ccc(C(=O)N2CCCc3ccccc32)n1
46. COc1ccc(Cl)cc1S(=O)(=O)N1CCN(C)CC1
47. S=C1COC(c2ccccc2)N1c1ccccc1 (stereo not drawn)
48. CCCNC(=S)N1CCC(Cc2ccccc2)CC1

Screen / compound no.,43,44,45,46,47,48
697 NFkB inh,1,-3,3,11,6,-31
Apaf1 inhib,11,6,5,-8,7,0
SENP8 inh,2,-1,-3,3,6,-8
UBC13 polyUb,12,-17,-2,3,-3,-3
Jurkat NFkB inh,12,60*,0,8,7,-6
Gli-Sufu block,16,41,12,-5,4,-1
EBI2 block,-43,-18,-1,-2,1,12
CCR6 antag,7,-14,18,3,11,-2

49. O=C(CNC(=O)c1cccs1)N/N=C/c1c[nH]c2ccccc12
50. COc1ccc(/C(C)=N\NS(=O)(=O)c2ccccc2)cc1OC
51. C=CCn1c(C(C)NC(=O)COC)nc2ccccc21 (stereo not drawn)
52. CCN(CC)C(=O)CN1C(=O)C2(NC(=O)c3ccccc3N2)c2ccccc21 (stereo not drawn)
53. Cc1ccccc1N=C1c2cc([N+](=O)[O-])ccc2-c2ncccc21
54. CCCOc1ccc(C(=O)OCC(=O)c2c(N)n(C)c(=O)n(C)c2=O)cc1OC

Screen / compound no.,49,50,51,52,53,54
697 NFkB inh,19,-1,15,9,6,12
Apaf1 inhib,3,5,-9,-8,7,-12
SENP8 inh,-5,5,3,-4,-3,0
UBC13 polyUb,-4,-1,3,13,-4,1
Jurkat NFkB inh,-1,-1,18,9,-1,7
Gli-Sufu block,-12,1,-3,1,-11,0
EBI2 block,-4,-9,-14,8,-13,4
CCR6 antag,20,-14,0,1,19,-3

Six of these compounds in a different format:
Second line of a record: 697 NFkB inh	Apaf1 inhib	SENP8 inh	UBC13 polyUb	Jurkat NFkB inh	Gli-Sufu block	EBI2 block	CCR6 antag
[49] O=C(CNC(=O)c1cccs1)N/N=C/c1c[nH]c2ccccc12
 : 19	3	-5	-4	-1	-12	-4	20
[50] COc1ccc(/C(C)=N\NS(=O)(=O)c2ccccc2)cc1OC
 : -1	5	5	-1	-1	1	-9	-14
[51] C=CCn1c(C(C)NC(=O)COC)nc2ccccc21 (stereo not drawn)
 : 15	-9	3	3	18	-3	-14	0
[52] CCN(CC)C(=O)CN1C(=O)C2(NC(=O)c3ccccc3N2)c2ccccc21 (stereo not drawn)
 : 9	-8	-4	13	9	1	8	1
[53] Cc1ccccc1N=C1c2cc([N+](=O)[O-])ccc2-c2ncccc21
 : 6	7	-3	-4	-1	-11	-13	19
[54] CCCOc1ccc(C(=O)OCC(=O)c2c(N)n(C)c(=O)n(C)c2=O)cc1OC
 : 12	-12	0	1	7	0	4	-3

Next records follow.
55. Cc1ncsc1CCC(=O)N1CCCC(C(=O)c2cccc(Cl)c2)C1 (stereo not drawn)
56. COc1cc(C(=O)N/N=C(\C)c2ccc(NC(=O)Cc3ccccc3)cc2)ccc1O
57. Cc1cc(C)c2[nH]c(=O)c(CN(Cc3ccc4c(c3)OCO4)Cc3nnnn3C3CCCC3)cc2c1
58. NCC(O)COc1ccc2c(c1)OCO2 (stereo not drawn)
59. COc1ccccc1NC(=O)C1CCN(C(=O)NCc2ccccc2)CC1
60. CCc1nnc(N/N=C/c2ccccc2Cl)n1N

Screen / compound no.,55,56,57,58,59,60
697 NFkB inh,-14,-54,-20,-8,6,12
Apaf1 inhib,0,-3,10,8,3,-24
SENP8 inh,-4,-11,-6,0,3,5
UBC13 polyUb,-15,-5,6,4,3,-1
Jurkat NFkB inh,-7,-48,-9,-1,5,9
Gli-Sufu block,11,-21,11,1,-25,-10
EBI2 block,5,-4,-3,1,-1,-5
CCR6 antag,3,-2,1,10,17,-14

An excerpt; the hit share may differ from the screen's.
